DYRK1A inh – Dyrk1A (rat) kinase inhibition. ADP-Glo luminescence, NFATc1 peptide. inhibition, % at 12.5 µM. Q63470. hit rate 0.43% among 310,000; in the data active means inhibition above about 50%;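 further: plate controls were vehicle with enzyme for no effect and no enzyme for full effect; many of its hits are not listed in these tables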
TRPC4 act – activators of mouse TRPC4 channel; hit rate 0.49% among 310,000; HEK293 TRPC4beta/mu-opioid, Fluo4 calcium fluorescence; stronger effect = higher value; AID 2237; B-score at 10 µM;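 active means B-score above 5 SD of library B-scores, and initial fluorescence ratio not above library mean plus 5 SD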;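 further: positive B-score marks a calcium rise read as TRPC4 activation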
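Test system: HEK293 cells stably co-expressing mouse TRPC4beta and mu-opioid receptor | Schedule: Fluo4 dye loading 45 min at room temperature, 110 s recording | Measured by: Kinetic Fluo4 calcium fluorescence, 5 s baseline at 1 Hz | Evaluation: B score of integrated ratio | Controls: Buffer (low) and maximal DAMGO (high)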
KCNK9 inh – human KCNK9 channel inhibition; Q9NPC2; HEK293 KCNK9, FluxOR thallium flux fluorescence; stronger effect = lower value; B-score at 10 µM; hit rate 1.2% among 310,000; AID 488922;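 active means ratio B-score over 3 SD below the library mean, with starting fluorescence within 5 SD of its mean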;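 further: negative B-score means less thallium flux so channel inhibition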
Target sequence (Q9NPC2 whole entry, looked up): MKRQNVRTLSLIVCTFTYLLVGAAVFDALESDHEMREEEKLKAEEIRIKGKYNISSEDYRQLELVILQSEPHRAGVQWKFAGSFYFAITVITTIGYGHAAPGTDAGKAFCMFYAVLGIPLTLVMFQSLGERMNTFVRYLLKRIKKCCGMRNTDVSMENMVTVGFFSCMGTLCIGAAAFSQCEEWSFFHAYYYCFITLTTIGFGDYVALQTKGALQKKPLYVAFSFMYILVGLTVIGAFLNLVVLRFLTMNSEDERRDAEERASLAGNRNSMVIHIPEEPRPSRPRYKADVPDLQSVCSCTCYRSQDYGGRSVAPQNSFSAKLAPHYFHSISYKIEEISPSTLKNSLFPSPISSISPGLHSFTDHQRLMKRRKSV
Platelet DG rel – modulates dense granule release in human platelets. human platelet-rich plasma, SFLLRN dense granule ATP release, luminescence. AID 1663. hit rate 0.22% among 300,000. inhibition, %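 (compounds screened at 7.5 µM in platelet-rich plasma)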;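 active means mean replicate score, as percent of positive control, at or above 50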
TRPC4 potent – allosteric potentiators of mouse TRPC4 channel. B-score at 10 µM. hit rate 0.42% among 310,000. HEK293 TRPC4beta/mu-opioid, DAMGO EC20, Fluo-4 Ca2+ flux; stronger effect = higher value. Q9QUQ5;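 active means B-score of calcium response area above 5 SD of library B-scores, with initial fluorescence ratio within 5 SD of library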;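 further: B-score of integrated fluorescence ratio over time as area under calcium response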
KCNQ1 inh – blocks the human KCNQ1 potassium channel; hit rate 1.3% among 310,000; AID 2642; CHO-K1 KCNQ1, FluxOR thallium flux fluorescence; stronger effect = higher value; B-score at 10 µM;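 active means compounds whose thallium flux B-score, printed positive for inhibition, exceeds three library SD while starting fluorescence stays within three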;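 further: channel opened by potassium depolarization with thallium stimulus after 20 min compound exposure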
Target sequence (P51787 whole entry, looked up): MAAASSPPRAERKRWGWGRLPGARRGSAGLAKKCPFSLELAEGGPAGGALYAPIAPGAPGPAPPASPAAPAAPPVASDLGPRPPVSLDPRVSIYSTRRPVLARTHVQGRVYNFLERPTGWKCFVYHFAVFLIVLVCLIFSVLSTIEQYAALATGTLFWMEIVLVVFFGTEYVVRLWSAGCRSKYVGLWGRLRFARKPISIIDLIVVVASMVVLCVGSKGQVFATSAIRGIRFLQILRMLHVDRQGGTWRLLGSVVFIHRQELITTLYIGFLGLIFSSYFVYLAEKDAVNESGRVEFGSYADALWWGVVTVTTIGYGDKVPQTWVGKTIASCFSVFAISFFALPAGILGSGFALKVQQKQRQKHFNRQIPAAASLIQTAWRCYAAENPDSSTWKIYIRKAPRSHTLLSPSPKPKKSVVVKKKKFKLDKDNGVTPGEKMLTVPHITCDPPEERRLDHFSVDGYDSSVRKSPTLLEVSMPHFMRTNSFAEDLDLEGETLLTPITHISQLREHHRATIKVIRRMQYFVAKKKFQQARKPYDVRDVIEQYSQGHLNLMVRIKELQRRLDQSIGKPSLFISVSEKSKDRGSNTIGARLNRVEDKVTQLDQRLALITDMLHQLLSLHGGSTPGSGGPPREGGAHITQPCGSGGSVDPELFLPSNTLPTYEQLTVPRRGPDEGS
hERG rescue – hERG (human) protection from proarrhythmic block | Q12809 | CHO-hERG, FluxOR thallium flux, dofetilide IC70 present | activation (rescue from dofetilide block), less the hit threshold, % at 10 µM | hit rate 0.51% among 310,000 | AID 1511;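 active means activation above the mean of controls blocked by dofetilide plus 5 SD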;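 further: thallium influx through hERG after potassium depolarization seen as dye fluorescence rise; in these data hits start at about 4.7%; inactives centre near -7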
KCNK3 inh – human KCNK3 channel inhibition, primary screen; CHO-KCNK3 thallium flux, FluxOR fluorescence; stronger effect = lower value; hit rate 0.84% among 340,000; B-score at 10 µM; O14649;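 active means B-score under library mean minus 4 SD, starting fluorescence ratio at most library mean plus 5 SD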;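 further: more negative B-score means stronger inhibition of thallium flux through KCNK3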
TRPC4 block – inhibitors of mouse TRPC4 channel; Q9QUQ5; B-score at 10 µM; HEK293 TRPC4beta/mu-opioid, DAMGO-evoked Fluo4 calcium flux; stronger effect = lower value; hit rate 0.39% among 300,000;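 active means B-score over 3 SD under the library average, no early fluorescence shift, positive overall ratio signal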
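Test system – stable TRPC4beta/mu-opioid receptor HEK293 cells · Probe or stimulus – DAMGO, a submaximal dose followed by a maximal one · Dosing – one concentration per compound · Signal – Fluo4 calcium fluorescence by kinetic imaging, 5 s 1 Hz baseline · Evaluation – per-well B score of integrated baseline-normalized Fluo4 ratio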
PolyA inh – yeast polyadenylation inhibition | S. cerevisiae SKY197-pL101 polyadenylation reporter, beta-gal luminescence; efflux-impaired pdr1/pdr3 knockout yeast; score 100 = 6 SD above DMSO | calls only at 12 µM | hit rate 0.02% among 300,000 | AID 1875;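 active means lowest replicate activity score at least 50, where 100 means six control SD above control mean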;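 further: yeast exposed to compound for 9 h at 30 °C; higher score means more reporter readthrough which indicates perturbed polyadenylation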
KCNQ1 act – potentiates or activates the human KCNQ1 potassium channel | AID 2648 | CHO-K1 KCNQ1, thallium flux FluxOR fluorescence; stronger effect = higher value | P51787 | hit rate 0.35% among 310,000 | B-score at 10 µM;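 active means fluorescence ratio B-score, a plate-corrected score, at least three library SD, with initial intensity B-score within 5 SD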
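Medium – assay buffer, equal DMSO in all wells · Material – CHO-K1 cell line with stable KCNQ1 potassium channel expression · Signal – kinetic FluxOR thallium fluorescence, 10-s 1-Hz baseline, 110-s post-stimulus read · Compound – single concentration per compound, DMSO matched to controls · Schedule – 37 °C overnight plating, 90-min dark dye load, 20-min compound pretreatment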
Starred values were filed as active, the others as inactive; i = inactive; nt = no result given.

no.	SMILES	TRPC4 block	TRPC4 potent	hERG rescue	TRPC4 act	KCNQ1 inh	KCNQ1 act	KCNK3 inh	PolyA inh	Platelet DG rel	KCNK9 inh	DYRK1A inh
1	Cc1ccc(C(=O)CCC(=O)OCC(=O)Nc2c(C)nn(-c3ccccc3)c2C)cc1	i	i	-15	i	i	i	i	i	-8	i	-8
2	COc1ccc(Cl)cc1N(CC(=O)N1CCN(Cc2ccccc2)CC1)S(C)(=O)=O	i	i	-8	i	i	i	i	i	3	i	1
3	CC(C)(CNC(=O)C1CCCC1)CNC(=O)C1CCCC1	i	i	-6	i	i	i	i	i	-1	i	1
4	Cc1cc([N+](=O)[O-])nn1CC(=O)Nc1cccc2nonc12	i	i	-14	i	i	i	i	i	-4	i	nt
5	CCN1C(=O)N[C@@H](c2ccc(Br)cc2)C(C(C)=O)=C1C	i	i	-8	i	i	i	i	i	1	i	1
6	Cn1ccc(C(=O)Nc2ccc(Br)cc2Br)n1	i	i	-11	i	i	i	i	i	-6	i	0
7	COC(=O)CCCC1=CC2=C(c3ccccc3)C(=O)C(C)(OC(=O)C3CCCC3)C(=O)C2=CN1CCc1ccccn1 (stereo not given)	i	i	-10	i	i	i	i	i	-1	i	10
8	CCOC(=O)c1c(NC(=O)C2=C(C)NC(=S)NC2c2ccccc2C(F)(F)F)sc(C)c1C (stereo not given)	i	i	-3	i	i	i	i	i	10	i	-1
9	Cc1ccc(CN2CCC(CNS(=O)(=O)c3ccc(-c4ccc(=O)[nH]n4)s3)CC2)cc1	i	i	-6	i	i	i	i	i	-14	i	2
10	Cc1onc(-c2ccccc2)c1C(=O)N1CCN(C(=O)c2ccco2)CC1	i	i	-4	i	i	i	i	i	2	i	0
11	COCc1nnc(NC(=O)c2ccc(S(=O)(=O)N(CC(C)C)CC(C)C)cc2)o1	i	i	-7	i	i	i	i	i	2	i	4
12	COc1ccc(S(=O)(=O)N2CCC(C(=O)NCc3cccc(OC)c3)CC2)cc1	i	i	-3	i	i	i	i	i	-21	i	0
13	CCOn1c(=O)c(-c2ccc(Cl)cc2)[n+]([O-])c2ccccc21	i	i	-13	i	i	i	i	i	-4	i	-4
14	CC(C)(C)NC(=O)/C(=C\C=C\c1ccccc1)NC(=O)c1ccc([N+](=O)[O-])cc1	i	i	-2	i	i	i	i	i	-5	i	1
15	CCOc1ccccc1OCCCNCc1ccccc1	i	i	-4	i	i	i	i	i	-8	i	-3
16	COC(=O)/C(C(C)=O)=C(\C=C\N(C)C)N(C)C	i	i	0	i	i	i	i	i	-1	i	0
17	Cc1ccc(OCCC(=O)OCC(=O)C(C)(C)C)cc1	i	i	-7	i	i	i	i	i	0	i	2
18	Cc1csc(NC(=O)CSc2nnc(-c3ccoc3C)n2CCc2ccccc2)n1	i	i	-11	i	i	i	i	i	-4	i	2
19	C/C(O)=C/c1nc2ccccc2[nH]c1=O	i	i	0	i	i	i	i	i	-8	i	0
20	COc1ccc(C(=O)NN/C(C)=C/C(=O)C(F)(F)C(F)(F)C(F)(F)F)cc1	i	i	-9	i	i	i	i	i	-13	i	-6
21	COc1cccc(/C=N/Nc2ccc([N+](=O)[O-])cc2)c1O	i	i	-7	i	i	i	i	i	4	i	-1
22	COc1ccnc(-n2cccc2C=O)c1C#N	i	i	-8	i	i	i	i	i	8	i	2
23	Cc1ccccc1C(=O)NC1CCN(C(=O)NCc2ccccc2)CC1	i	i	-3	i	i	i	i	i	7	i	10
24	O=C(Cn1cnc2c(nnn2-c2ccc(F)cc2)c1=O)NCC1CCCO1 (stereo not given)	i	i	-2	i	i	i	i	i	6	i	-4
25	Cc1ccccc1C(=O)c1cccn1CC(=O)NC(C)c1ccccc1 (stereo not given)	i	i	1	i	i	i	i	i	8	i	nt
26	Cc1ccc(S(=O)(=O)NNC(=O)C2COc3ccccc3O2)cc1C (stereo not given)	i	i	-10	i	i	i	i	i	3	i	11
27	CCOc1ncccc1C(=O)NCc1ccccc1Cl	nt	i	-4	i	i	i	i	i	-1	i	-9
28	O=C(COC(=O)c1cccc(C(=O)OCC(=O)NC2CC2)n1)NC1CC1	i	i	-9	i	i	i	i	i	-20	i	5
29	CCN(CC)CCCn1c(=S)[nH]c2cc(C(=O)OC)ccc2c1=O	i	i	-12	i	i	i	i	i	-9	i	13
30	Cc1ccc(C2NC(=NCc3ccccc3)Nc3nc(C)cc(=O)n32)cc1 (stereo not given)	i	i	-2	i	i	i	i	i	-4	i	5
31	Cc1sc(NC(=O)CN(Cc2ccccc2)C(=O)C(C)C)c(C(N)=O)c1C	i	i	-2	i	i	i	i	i	15	i	-1
32	Cc1ccc(S(=O)(=O)n2nc(OC(=O)c3c(F)cccc3Cl)cc2N)cc1	i	i	-3	i	i	i	i	i	9	-20*	3
33	Clc1ccc(-n2nnnc2-c2cnc(-c3ccccn3)nc2-c2cccs2)cc1	i	i	-13	i	i	i	i	i	-4	i	3
34	Cc1ccc(C)c(CN2CCCN(Cc3cc(C)ccc3C)S2(=O)=O)c1	i	i	-7	i	i	i	-11*	i	-2	-19*	-4
35	CN(C)Cc1c(C(=O)N/N=C/C2CC=CCC2)nnn1-c1nonc1N (stereo not given)	i	i	-6	i	i	i	i	i	6	i	1
36	CC(C)=CCc1c(O)cc(O)c2c1OC(c1ccc(O)cc1)CC2=O (stereo not given)	i	i	-10	i	9*	i	-15*	i	0	-12*	46
37	COc1ccc(/C=N/NS(=O)(=O)c2ccc(NC(C)=O)cc2)cc1	i	i	-10	i	i	i	i	i	-3	i	-3
38	Cc1nc(Nc2ccc(F)cc2)nc(Nc2ccc(F)cc2)c1[N+](=O)[O-]	i	i	-7	i	i	i	i	i	1	i	-3
39	CCCCN(C)C(=O)Cn1cnc2sc(C)cc2c1=O	i	i	-3	i	i	i	i	i	1	i	1
40	COc1ccc(Cc2nnc(Nc3ccccc3)s2)cc1Br	i	i	-6	i	i	i	i	i	-1	i	0
41	Cc1ccc(-c2nc(C#N)c(N3CCCCC3)o2)cc1	i	i	-3	i	i	i	i	i	-21	i	-3
42	CC(=O)Nc1cc(NC(C)=O)cc(C(=O)N2CCCC3CCCCC32)c1 (stereo not given)	i	i	-3	i	i	i	i	i	-2	i	-3
43	COc1ccc(OCC(=O)Nc2ccc3c(c2)nc(CCN2CCCC2)n3C)cc1	i	i	-7	i	i	i	i	i	1	i	-3
44	COc1cc(C(C(=O)NC2CCCCC2)N(Cc2ccco2)C(=O)c2cnccn2)cc(OC)c1OC (stereo not given)	i	i	-4	i	i	i	i	i	4	i	5
45	COc1ccc(NC(=S)Nc2cccc(Cl)c2)cc1OC	i	i	-10	i	13*	i	i	i	23	i	-4
46	COc1cc2c(cc1NC(=O)CSc1ccccc1)oc1ccccc12	i	i	-15	i	i	i	i	i	-8	i	6
47	CC(C)CNS(=O)(=O)c1ccc(CCC(=O)N2CCN(Cc3ccc4c(c3)OCO4)CC2)cc1	i	i	-7	i	i	i	i	i	1	i	1
48	Cc1nn(CC(=O)N2CCC(C)CC2)c(=O)c2nn(-c3ccccc3)c(C)c12	i	i	-3	i	i	i	i	i	-4	i	3
49	Cn1c(=O)c2c(=O)cc(N)[nH]c2n(C)c1=O	i	i	-6	i	i	i	i	i	-1	i	0
50	COc1ccc(C(=O)NCCN2CCOCC2)cc1OC	i	i	-4	i	i	i	i	i	4	i	5
51	CCSc1cc(N2CCCC2)nc(-c2ccccc2Cl)n1	i	i	-6	i	i	i	i	i	-7	i	-5
52	CCOC(=O)C(=CNc1ccc(C(F)(F)F)cc1Cl)C(=O)OCC	i	i	-2	i	i	i	i	i	12	i	nt
53	CC(C)CC(=O)c1c[nH]c(C(=O)O)c1	i	i	-8	i	i	i	i	nt	0	i	0
54	CN(C)c1cc[n+](CC(=O)c2ccc(-c3ccccc3)cc2)cc1	i	i	-12	i	i	i	i	i	5	i	0
55	O=C(CSc1nnc(-c2ccc(Cl)s2)o1)N1CCc2ccccc21	i	i	-7	i	i	i	nt	i	-16	i	nt
56	CCCCOc1ccc(C(=O)OCC(=O)Nc2cc(C)on2)cc1	i	i	-8	i	i	i	i	i	-2	i	4

Remaining list, next part
no.	SMILES	TRPC4 block	TRPC4 potent	hERG rescue	TRPC4 act	KCNQ1 inh	KCNQ1 act	KCNK3 inh	PolyA inh	Platelet DG rel	KCNK9 inh	DYRK1A inh
57	COc1ccc(CN2CCC(=O)N([C@H](CO)Cc3ccccc3)CC2)cc1	nt	i	1	i	i	i	i	i	-1	i	-13
58	COc1ccc(S(=O)(=O)N2CCCC(C(F)(F)F)C2)cc1 (stereo not given)	i	i	-14	i	i	i	i	i	-2	i	-1
59	CN1CCN(c2c(F)cc3c(=O)c(C(=O)O)cn4c3c2OCN4C)CC1	i	i	-10	i	i	i	i	i	-14	i	-3
60	O=[N+]([O-])c1ccc2ncnc(N3CCN(Cc4ccc5c(c4)OCO5)CC3)c2c1	i	i	-5	i	i	i	i	i	-8	i	21
61	O=C(NNS(=O)(=O)c1ccc(Cl)cc1)c1sccc1-n1cccc1	i	i	-13	i	i	i	i	i	4	i	-1
62	O=C(c1cnccn1)N(Cc1cccs1)C1(C(=O)NC2CCCC2)CCCCC1	i	i	-12	i	i	i	i	i	10	i	4
63	O=c1[nH]c(CN2CCN(c3ccc(O)cc3)CC2)nc2scc(-c3ccc(Cl)cc3)c12	i	i	-15	i	i	i	i	i	6	i	nt
64	CCCC(=O)Nc1nnc(-c2ccccc2)o1	i	i	-6	i	i	i	i	i	38	i	5

Assay outcomes deposited in PubChem by several laboratories.

Only part of the results is shown. The share of hits here may be higher or lower than overall.
